rCAG binder = molecules binding r(CAG) RNA repeats; hit rate 1.3% among 370,000; r(CAG) RNA repeat, TO-PRO-1 dye displacement fluorescence; inhibition, % at 3 µM;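 active = inhibition above the plate cutoff, the mean of all test compounds on that plate plus 3 SD, cut at about 35% in these data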;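 note: 0% = DMSO alone and 100% = 100 µM mitoxantrone as full dye displacement; higher means more dye released from RNA so lower well fluorescence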
LEDGF integ inh = blocks HIV-1 LEDGF/p75-dependent DNA integration; AID 743269; inhibition, % at 3.7 µM; TR-FRET IN-LEDGF/p75 DNA integration, Eu/Cy5; hit rate 0.64% among 370,000;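 active = inhibition above the screen-wide mean plus 3 SD, cut at about 13% in these data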;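 note: signal is the Cy5 over europium emission ratio at 671 and 618 nm; 0% = plate median of compound wells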
Rev-erbA mod = modulates human Rev-erb alpha binding to DNA | Rev-erbα–FITC-DNA binding, fluorescence polarization, 90 min | activity, % at 10 µM | AID 1259318 | hit rate 0.79% among 370,000;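 active = activity above about 14%, limit read from the data; passing the limit was not always enough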;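 note: 0% = DMSO wells with 35 nM protein and 100% = DMSO wells with 750 nM protein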
TCR-CD3 inh = human TCR-CD3 binding inhibition; TAMRA-labeled TCR probe fluorescence, biochemical; inhibition, % at 9.4 µM; hit rate 0.37% among 360,000; AID 651800; in the data active = inhibition above about 19%;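 note: recombinant mutant TCR 2C K166C tagged with TAMRA read by polarization; 0% = receptor in buffer alone and 100% = receptor with positive control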
SIAE primary = inhibitors of human sialic acid acetylesterase SIAE; Q9HAT2; SIAE FP-Rh probe binding, fluorescence polarization; inhibition, % at 9.66 µM; hit rate 0.69% among 370,000; AID 1053197;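 active = inhibition above a cutoff: mean of compounds within the control limits plus 3 SD of those, cut at about 17% in these data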;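 note: 0% = plate median of compound wells and 100% = probe without SIAE protein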
ABHD4 inh = inhibitors of mouse ABHD4; inhibition, % at 8.92 µM; hit rate 0.54% among 370,000; Q8VD66; purified mABHD4, FP-Rh probe fluorescence polarization;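 active = inhibition exceeding the mean over every tested compound plus 3 SD, cut at about 30% in these data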;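 note: 0% = plate median of compound wells and 100% = S159A mutant with DMSO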
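Material: mouse ABHD4 enzyme, wild type; Benchmarks: S159A mutant high control, sample median low control; Buffer or medium: HEPES pH 7.0, NaCl, Pluronic buffer; Signal: fluorescence polarization; Read-out: percent inhibition of probe binding, normalized to plate controls; Timing: pre-incubation 45 min, probe exposure 60 min, at 25 °C; Dosing: 8.92 µM, single dose.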
PRMT1 inh = PRMT1 (human) inhibition, primary screen; Q99873; recombinant PRMT1, activity-based probe fluorescence polarization; inhibition, % at 2.79 µM; hit rate 1.3% among 370,000; AID 652257;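 active = inhibition above about 21% made by adding two undisclosed values, limit read from the data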
PG9 Ab binder = binds the HIV-1 gp120 antibody PG9 | TR-FRET gp120-PG9 antibody binding | inhibition, % at 6.7 µM | hit rate 0.43% among 360,000; in the data active = inhibition above about 8.5%
HTRA1 inh = HTRA1 (human) protease inhibition; recombinant HTRA1, FP-rhodamine activity-based probe, fluorescence polarization; inhibition, % at 5.96 µM; hit rate 0.5% among 340,000; in the data active = inhibition above about 36%;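 note: 0% = enzyme with DMSO and 100% = wells lacking enzyme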
Target sequence (Q92743 whole entry, looked up): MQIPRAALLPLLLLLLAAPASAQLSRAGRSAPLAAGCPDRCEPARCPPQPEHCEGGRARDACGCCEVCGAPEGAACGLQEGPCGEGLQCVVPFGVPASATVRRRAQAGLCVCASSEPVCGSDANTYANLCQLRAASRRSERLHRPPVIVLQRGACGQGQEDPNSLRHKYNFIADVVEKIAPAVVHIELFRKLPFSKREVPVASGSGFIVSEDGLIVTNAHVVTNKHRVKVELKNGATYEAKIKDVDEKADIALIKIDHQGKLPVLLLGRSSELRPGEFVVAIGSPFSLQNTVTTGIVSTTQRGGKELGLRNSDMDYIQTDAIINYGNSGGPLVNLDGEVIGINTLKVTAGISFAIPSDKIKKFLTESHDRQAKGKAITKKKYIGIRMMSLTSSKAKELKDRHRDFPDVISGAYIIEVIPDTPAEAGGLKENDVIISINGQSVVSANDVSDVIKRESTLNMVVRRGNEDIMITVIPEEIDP
TDP2 inh = TDP2 (human) inhibition, absorbance primary screen. recombinant TDP2, T5PNP hydrolysis, p-nitrophenol absorbance 415 nm. inhibition, % at 12.8 µM. O95551. hit rate 0.34% among 370,000;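 active = inhibition above the mean of all tested compounds plus 3 SD, set per campaign, cut at about 25% in these data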;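 note: 0% = DMSO with enzyme and 100% = buffer with substrate but no TDP2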
Target sequence (O95551 whole entry, looked up): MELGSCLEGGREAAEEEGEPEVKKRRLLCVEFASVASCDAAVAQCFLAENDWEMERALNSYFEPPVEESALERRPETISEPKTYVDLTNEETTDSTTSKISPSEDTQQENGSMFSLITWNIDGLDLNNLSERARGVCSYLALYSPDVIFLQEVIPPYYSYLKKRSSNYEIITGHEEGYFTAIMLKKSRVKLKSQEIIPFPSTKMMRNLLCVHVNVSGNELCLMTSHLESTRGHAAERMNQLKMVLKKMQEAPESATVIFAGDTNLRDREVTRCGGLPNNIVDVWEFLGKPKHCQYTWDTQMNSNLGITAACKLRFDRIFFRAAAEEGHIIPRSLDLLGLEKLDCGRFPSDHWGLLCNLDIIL
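Evaluation: % inhibition relative to enzyme-containing and enzyme-free wells. Material: recombinant human TDP2. Benchmarks: enzyme-free and DMSO wells. Timing: enzyme reaction with compound for 2 h at 37 °C. Compound dosing: 12.8 µM only. Measured by: p-Nitrophenol epi absorbance. Reagent: T5PNP substrate at 5 mM, a TopII-DNA adduct mimic. Replication: single well per compound.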
Numbers without * were called inactive; · = not tested or not shown. A portion of the library; rates above refer to the full screens.

SMILES	rCAG binder	LEDGF integ inh	Rev-erbA mod	TCR-CD3 inh	SIAE primary	ABHD4 inh	PRMT1 inh	PG9 Ab binder	HTRA1 inh	TDP2 inh
Cc1csc(NC(=O)CSc2ccc(-c3ccccn3)nn2)n1	-2	-2	0	-8	-7	-5	4	-0.3	0	-21
CN(C)C1CCN(C(=O)c2cccc(OC3CCN(S(=O)(=O)N(C)C)CC3)c2)C1 (configuration not stated)	-2	2	-5	2	6	3	-1	-0.5	0	-5
CSc1nc(C)cc(Oc2ccc(OCCOc3ccccc3)nn2)n1	-10	1	5	9	2	6	-1	-2.3	-3	-1
CC(C)CN(C(=O)COC(=O)c1cc2ccccc2cc1O)c1c(N)n(Cc2ccccc2)c(=O)[nH]c1=O	20	-4	0	-7	-6	4	4	0.1	-37	-2
COc1cc(C(=O)NCCSc2ccccc2)cc(OC)c1OC	-5	-5	2	-4	-4	0	7	-1.6	7	-9
Cc1cccc(NC(=O)CSCC(=O)Nc2cc(S(=O)(=O)N3CCOCC3)ccc2OC(C)C)c1	-3	2	-4	8	-2	-2	-3	0.7	-13	-2
COC1=C/C(=C/c2c(N)n3c(nc2=O)sc2cc(S(C)(=O)=O)ccc23)C=CC1=O	27	3	19	6	-10	3	1	-2.2	-10	-2
Cc1nc2ccc(NC(=O)c3ccc(N4C(=O)CCC4=O)cc3)cc2s1	0	-2	-4	0	-16	0	2	-1.0	4	-10
O=C(CCNC(=O)c1ccc(Br)cc1)NCCCc1ccccc1	-7	-4	3	1	0	-6	1	-0.1	-6	-6
c1ccc(-c2noc(-c3ccccc3-c3ccccc3)n2)cc1	2	1	4	0	-10	-6	-1	0.5	-11	9
O=C(Nc1ccccc1)C1CCCN1C(=O)NCc1ccccc1 (configuration not stated)	-5	-1	1	10	0	1	-2	0.6	3	-4
O=C(/C=C/c1ccccc1)NC(NC(=S)Nc1ccc(Cl)cc1)C(Cl)(Cl)Cl (configuration not stated)	14	-3	1	26*	-47	-51	-3	-0.9	-40	5
CCN(CC)CCCNC(=O)c1cc(Nc2ccc(OC)cc2)nc2ccccc12	6	-5	3	-9	3	5	0	-2.4	5	-9
Cc1ccc(C(=O)/C=C2/NC(=O)CS2)cc1	3	1	1	-6	-5	4	2	0.2	-6	15
COC(=O)c1ccc2nc(-c3ccc4c(c3)OCO4)cn2c1	1	1	12	3	7	0	1	-0.8	2	14
CC(C)C[C@@H](COc1ccccc1)N1CCN(CC(C)C)CCC1=O	-12	-5	-5	0	-1	3	-2	-2.6	-6	-4
Cc1ccc(/C=N/n2c(-c3cccc(Cl)c3)n[nH]c2=S)o1	15	1	1	-5	-1	-5	26*	1.8	·	-2
O=[N+]([O-])c1cccc(COc2ccccc2CN2CCCC2)c1	4	-2	-6	6	10	8	-1	-0.9	-4	5
N#Cc1nccnc1N1CCN(C(=O)Nc2ccccc2)CC1	-2	-2	0	2	-4	-4	0	-0.9	3	15
COc1ccc(Nc2nnc(SCC(=O)NC3CCS(=O)(=O)C3)s2)cc1 (configuration not stated)	1	-3	10	1	2	7	0	-3.2	6	-10
N#CCc1nn(-c2ccc(Cl)cc2)c(N)c1C#N	12	1	0	-5	12	-2	-2	1.4	9	2
COc1ccc(CCNC(=O)c2ccc(S(=O)(=O)N(C)c3ccccc3)cc2)cc1OC	-1	2	2	11	-5	-9	1	-2.5	-6	3
COc1cc(NC(=O)CCN2CC(C)OC(C)C2)cc(OC)c1 (configuration not stated)	-2	-4	1	-1	10	8	-1	-1.6	8	4
Cc1ccc(CNC(=O)C2CCC(=O)N2C2CCCCC2)cc1 (configuration not stated)	-3	0	5	2	0	-2	-1	0.3	1	5
O=C(CCNS(=O)(=O)c1ccc(Br)cc1)Nc1cccc(F)c1	-1	2	-2	-1	5	-1	1	0.8	-9	2
CC(C)[C@H](NC(=O)OC(C)(C)C)c1cc(C(=O)NC2CC2)c(N)s1	1	-5	-8	-5	7	-15	13	-2.3	·	-17
C/C(=N\NC(=O)c1cc2ccccc2cc1O)c1ccccn1	47*	-5	4	-11	7	21	3	-2.5	52*	-11
COc1ccc(CN(C)C(=O)CNC(=O)Cc2cccc3ccccc23)c(OC)c1OC	-6	-5	0	-3	-5	-4	0	-2.0	2	-10
O=C(O)CCCCCNc1nc(-c2ccccc2)nc2ccccc12	12	-2	-6	3	-3	0	0	1.6	5	15
Cc1ccc(NC(=O)NCCN2CCCCC2)cc1C	2	-3	1	10	1	2	-3	-1.4	-5	5
COCCN1C(=O)COc2ccccc2C1C(=O)NCc1ccccc1 (configuration not stated)	4	-4	-3	4	4	-2	-4	0.7	·	1
CCc1ccccc1N(CC(=O)NC(C)c1ccccc1)S(C)(=O)=O (configuration not stated)	-4	2	8	3	0	-1	-1	-0.5	12	-13
Cc1noc(/C=C/N(C)C)c1S(=O)(=O)N1CCCC(C(=O)NC2CCCCC2)C1 (configuration not stated)	19	10	-3	6	-1	-3	-1	0.7	-30	-7
O=C(NC1CCCC1)C(c1ccccc1)N(C(=O)c1csnn1)C1CCCC1 (configuration not stated)	1	-6	-2	-5	-1	-1	-1	0.5	2	-1
C=CCc1cccc2cc(C(=O)Nc3cccc(C(=O)O)c3)c(=O)oc12	1	3	-2	6	6	7	0	0.2	·	19
COc1cccc(C2=NN(C(=O)c3cccs3)C(O)(C(F)(F)F)C2)c1 (configuration not stated)	-2	-2	2	-5	-1	-18	2	-0.2	-32	-7
CC(=O)O[C@]1(C(C)=O)CCC2C3C=C(C)C4=CC(=O)CC[C@]4(C)C3CC[C@@]21C (some centres not stated)	-9	-2	3	2	2	4	-2	1.2	-1	7
COc1ccccc1OCCNC(=O)CSC(=S)N1CCCC1	-4	2	-3	7	-3	1	2	-0.3	2	1
Cc1nc2sccn2c(=O)c1S(=O)(=O)N1CCN(c2ccccc2)CC1	2	1	-2	5	-3	-6	-4	-0.5	-1	-9
CCc1c(O)cc2n(c1=O)-c1ccc(Cl)cc1C2(C)C	3	0	-3	1	-2	-3	0	-1.7	5	2
O=C(COC(=O)/C=C/c1cccc(C(F)(F)F)c1)Nc1ccc(Cl)cn1	-1	6	2	0	-12	-6	-5	-2.5	5	-22
COc1ccc(C(CNc2nc(-c3cccnc3)nc3ccccc23)N(C)C)cc1 (configuration not stated)	1	-3	1	3	-3	-3	-3	-0.9	-12	-1
O=[N+]([O-])c1ccc(S(=O)(=O)N2CCN(c3ccc(N4CCOCC4)nn3)CC2)cc1	0	0	3	-1	0	2	1	-0.8	3	14
Cc1cccc(CCNC(=O)C2CCN(S(=O)(=O)N3CCOCC3)CC2)c1	-3	0	-1	-2	6	-7	5	0.8	-2	-4
COc1ccc(-c2nc(CSCC(=O)NCc3ccc4c(c3)OCO4)c(C)o2)cc1	1	-5	5	-3	-4	8	5	1.4	-5	-7
Cc1nc(OCc2c(C)noc2C)c2ccccc2n1	0	-3	-1	-5	-4	1	0	-0.8	0	-4
Cc1ccc(S(=O)(=O)NN=C2C3CC4CC(C3)CC2C4)cc1[N+](=O)[O-]	1	-1	-3	-2	0	7	4	1.3	-2	-1
O=C(NCc1cccc(Cl)c1)C1Cc2c(-c3ccccc3)ccnc2O1 (configuration not stated)	0	-1	-6	0	-2	1	-4	-1.7	·	1
CCOc1cccc2sc(N(CCN(C)C)C(=O)CCS(=O)(=O)c3ccccc3)nc12	-7	-3	4	8	8	10	3	-1.2	0	6
CN(C)S(=O)(=O)c1ccc(C(=O)Nc2ccccc2[N+](=O)[O-])cc1	3	-1	-2	7	-5	-2	3	-2.4	0	-2
(more compounds)
SMILES	rCAG binder	LEDGF integ inh	Rev-erbA mod	TCR-CD3 inh	SIAE primary	ABHD4 inh	PRMT1 inh	PG9 Ab binder	HTRA1 inh	TDP2 inh
CC(=O)c1ccccc1NC(=O)C1CCCN(C(=O)c2ccc(Cl)cc2)C1 (configuration not stated)	-1	6	11	-3	7	6	-4	-0.8	3	4
Cn1nnnc1SCc1ccc(CSc2nnnn2C)cc1	-2	2	11	4	-1	4	-2	-3.3	3	-6
Cc1sc2nc(CSCC(=O)N(CCC#N)c3ccccc3F)[nH]c(=O)c2c1C	-3	1	3	-4	-6	-2	1	-2.0	0	4
O=C(Cc1cccc(NC(=O)C2CCCN(C(=O)C3CCCCC3)C2)c1)Nc1ccc(C(=O)N2CCCCC2)cc1 (configuration not stated)	3	1	-3	0	-5	2	0	-0.8	-4	4
c1ccc(OCCOCCN2CCc3ccccc3C2)cc1	-10	-5	2	-2	-3	-8	7	-1.1	1	-4

Sorted by molecular weight (rising): some entries from above.
SMILES	rCAG binder	LEDGF integ inh	Rev-erbA mod	TCR-CD3 inh	SIAE primary	ABHD4 inh	PRMT1 inh	PG9 Ab binder	HTRA1 inh	TDP2 inh
Cn1nnnc1SCc1ccc(CSc2nnnn2C)cc1	-2	2	11	4	-1	4	-2	-3.3	3	-6
CN(C)S(=O)(=O)c1ccc(C(=O)Nc2ccccc2[N+](=O)[O-])cc1	3	-1	-2	7	-5	-2	3	-2.4	0	-2
Cc1ccc(S(=O)(=O)NN=C2C3CC4CC(C3)CC2C4)cc1[N+](=O)[O-]	1	-1	-3	-2	0	7	4	1.3	-2	-1
CC(=O)c1ccccc1NC(=O)C1CCCN(C(=O)c2ccc(Cl)cc2)C1 (configuration not stated)	-1	6	11	-3	7	6	-4	-0.8	3	4
Cc1sc2nc(CSCC(=O)N(CCC#N)c3ccccc3F)[nH]c(=O)c2c1C	-3	1	3	-4	-6	-2	1	-2.0	0	4
O=C(Cc1cccc(NC(=O)C2CCCN(C(=O)C3CCCCC3)C2)c1)Nc1ccc(C(=O)N2CCCCC2)cc1 (configuration not stated)	3	1	-3	0	-5	2	0	-0.8	-4	4

High-throughput results from PubChem.
